GRK2 inh – inhibitors of human GRK2 displacing RNA aptamer; P25098; bead flow cytometry, FAM-aptamer displacement from GRK2; inhibition of aptamer binding, % at 10 µM; hit rate 0.59% among 330,000; AID 488847;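 active = inhibition of aptamer binding above 40%, roughly 3 SD of noise, on plates passing a quality check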;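 also: median bead fluorescence of bound FAM aptamer so fluorescent compounds give negative values; no value below 0 was filed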
Target sequence (P25098 whole entry, looked up): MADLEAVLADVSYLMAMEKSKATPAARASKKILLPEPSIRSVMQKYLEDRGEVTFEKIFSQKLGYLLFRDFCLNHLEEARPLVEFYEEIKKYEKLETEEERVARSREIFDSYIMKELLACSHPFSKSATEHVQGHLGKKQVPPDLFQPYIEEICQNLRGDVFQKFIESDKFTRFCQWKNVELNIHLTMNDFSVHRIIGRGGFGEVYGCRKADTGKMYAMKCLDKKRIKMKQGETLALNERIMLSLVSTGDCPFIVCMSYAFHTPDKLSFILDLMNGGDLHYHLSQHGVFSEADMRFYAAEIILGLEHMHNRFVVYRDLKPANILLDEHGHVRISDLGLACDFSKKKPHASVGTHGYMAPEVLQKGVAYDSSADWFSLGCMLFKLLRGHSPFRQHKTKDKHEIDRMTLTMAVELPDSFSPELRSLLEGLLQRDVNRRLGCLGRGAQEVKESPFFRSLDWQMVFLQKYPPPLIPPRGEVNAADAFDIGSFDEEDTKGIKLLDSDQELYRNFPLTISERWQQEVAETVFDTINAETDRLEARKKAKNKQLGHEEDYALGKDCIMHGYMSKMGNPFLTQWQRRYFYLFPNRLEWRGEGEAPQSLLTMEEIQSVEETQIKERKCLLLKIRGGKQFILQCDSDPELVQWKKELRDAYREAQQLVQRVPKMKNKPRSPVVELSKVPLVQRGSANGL
RPL19A TOR yeast – modulators of TOR pathway RPL19A-GFP in S. cerevisiae | S. cerevisiae RPL19A-GFP strain, flow cytometry, 3 h; stronger effect = lower value | hit rate 0.3% among 330,000 | percent response vs DMSO, % at 10 µM;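 active = percent response vs DMSO below 50%; inconclusive = fewer than 70 events counted for the yeast strain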;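 also: median channel GFP fluorescence of the barcoded RPL19A-GFP strain; ratio of sample median GFP to plate DMSO average so 100% = DMSO; lower means less RPL19A-GFP as with rapamycin TOR inhibition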
AGP1 TOR yeast – yeast TOR pathway AGP1-GFP modulation | S. cerevisiae AGP1-GFP multiplex flow cytometry, 3 h; GFP as percent of DMSO wells | AID 2066 | GFP response vs DMSO, % at 10 µM | hit rate 0.02% among 320,000;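 active = GFP response relative to DMSO above a set limit, near screen average plus 3 SD, cut at about 150% in these data; inconclusive = fewer than 70 cells counted for the yeast strain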;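 also: median GFP channel fluorescence of the gated AGP1 strain per well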
LAP4-GFP MLPCN – yeast TOR pathway LAP4-GFP modulation; S. cerevisiae LAP4-GFP multiplex, flow cytometry GFP, 3 h; median GFP as percent of DMSO wells; GFP response vs DMSO, % at 10 µM; hit rate 0.34% among 320,000;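 active = GFP response vs DMSO above a set limit, about the screen mean plus 3 SD, cut at about 150% in these data; inconclusive = under 70 cell events counted for the yeast strain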
MEP2-GFP yeast – modulators of TOR pathway MEP2-GFP in S. cerevisiae | S. cerevisiae MEP2-GFP strain, flow cytometry GFP, 3 h; 100% = DMSO control level | GFP response vs DMSO, % at 10 µM | hit rate 0.51% among 330,000;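 active = GFP response versus DMSO above a set limit, roughly screen mean plus 3 SD, cut at about 180% in these data; inconclusive = fewer than 70 cells counted for a yeast strain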;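 also: median GFP fluorescence of the barcode-gated MEP2-GFP cells per well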
CIT2 TOR yeast – alters CIT2-GFP fluorescence in TOR pathway yeast screen | S. cerevisiae CIT2-GFP strain, flow cytometry, 3 h; 100 means same as DMSO wells | hit rate 0.065% among 320,000 | GFP response vs DMSO, % at 10 µM | AID 2029;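 active = GFP response relative to DMSO above a set limit, near the screen mean plus 3 SD, cut at about 150% in these data; inconclusive = Fewer than 70 cells measured for a yeast strain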;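 also: ratio of well median GFP fluorescence to mean of DMSO wells on the plate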
VLA-4 inh – inhibition in a human VLA-4 binding assay. P13612. hit rate 0.2% among 330,000. AID 2557. inhibition, % (about 7 µM as worked out from the volumes in the protocol). VLA-4 expressing cells, ligand binding flow cytometry; in the data active = inhibition above about 50%
JMJD2C inh – blocks human GASC-1 demethylase activity. Q9H3R0. GST-JMJD2C(1-420) H3K9me3 demethylation, DELFIA europium. inhibition, % at 2.35 µM. hit rate 0.069% among 330,000. AID 2099;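 active = more than half of a compound's replicate wells show inhibition beyond 50%, single wells judged on their own value; inconclusive = some, but no more than half, of replicates pass 50% inhibition; inactive = no replicate passes 50% inhibition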;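 also: signal counts dimethyl H3K9 product captured on neutravidin plate; 0% = median of DMSO wells and 100% = 0.3 times that DMSO median; strong numbers were not always called active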
Target sequence (Q9H3R0 1-420 limits assumed): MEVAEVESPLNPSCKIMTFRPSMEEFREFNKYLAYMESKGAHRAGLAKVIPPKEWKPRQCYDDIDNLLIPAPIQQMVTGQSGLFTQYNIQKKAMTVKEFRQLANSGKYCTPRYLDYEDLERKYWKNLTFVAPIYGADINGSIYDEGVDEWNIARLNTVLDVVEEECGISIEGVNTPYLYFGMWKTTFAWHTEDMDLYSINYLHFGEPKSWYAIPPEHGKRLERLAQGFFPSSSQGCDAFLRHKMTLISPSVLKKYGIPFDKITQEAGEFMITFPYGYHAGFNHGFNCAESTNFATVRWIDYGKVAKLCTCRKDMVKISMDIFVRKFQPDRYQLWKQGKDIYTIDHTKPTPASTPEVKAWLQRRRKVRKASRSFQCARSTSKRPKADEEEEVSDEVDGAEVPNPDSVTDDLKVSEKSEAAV
An asterisk follows results filed as active; ? = inconclusive; . = not tested or not shown; & = joins results of further samples; [ ] = remark or other dose.

SMILES	GRK2 inh	RPL19A TOR yeast	AGP1 TOR yeast	LAP4-GFP MLPCN	MEP2-GFP yeast	CIT2 TOR yeast	VLA-4 inh	JMJD2C inh
Cc1cc(-c2cccc([N+](=O)[O-])c2)nc2ccccc12	1	98	93	104	100	93	22	-3
COCc1cc(=O)[nH]c2cc(NC(=O)C3CC3)c(C)cc12	1	93	96	86	94	94	20	-39
O=C(NCc1n[nH]c(=S)n1-c1cccc(Cl)c1)c1ccc(S(=O)(=O)N2CCCC2)cc1	2	101	105	97	97	106	4	-4
COc1ccc(OC)c(NC(=O)NNC(=O)c2cc3occc3[nH]2)c1	1	100	98	92	98	104	3	-3
CN(C)CCCNCCNC(=O)/C=N\O	5	?	?	?	?	?	20	29
Cc1csc(NC(=O)c2cc([N+](=O)[O-])cc([N+](=O)[O-])c2)n1	0	104	96	93	96	96	4	-4
CN1CCCN(Cc2cccc3ccccc23)CC1	0	104	96	95	102	94	7	6
Cc1cc2c(NCCc3ccccc3)ncnc2s1	0	97	81	102	92	83	-11	5
COc1ccc(OC)c(CNC(=O)c2ccc(C)c(NC(=O)C3=C(C)OCCS3)c2)c1	0	106	103	106	111	104	6	-2
CCc1ccccc1N(CC)C(=O)c1cn(CC)c(=O)c2cc(OC)c(OC)cc12	2	98	99	102	103	101	-4	0
CCCS(=O)(=O)N1CCCC(C(=O)NCc2ccc3c(c2)OCO3)C1 (stereo not drawn)	12	100	103	102	105	109	4	0
O=C(N/N=C/C=C/c1ccco1)c1cccc([N+](=O)[O-])c1	0	92	104	128	107	102	2	3
CC1CCc2sc(C(=O)OCC(=O)NCc3ccccc3)cc2C1 (stereo not drawn)	4	96	89	87	97	92	13	-1
COc1ccc(CC2(C)OC(c3ccccc3)=NN2C(C)=O)cc1 (stereo not drawn)	2	102	87	82	96	84	11	4
Cn1c(-c2ccccc2)c(C(=O)CC#N)c2ccccc21	0	96	91	94	101	93	38	-4
COc1ccc(/C=C(\NC(=O)c2ccccc2)C(=O)N/N=C/c2cccnc2)cc1	0	99	108	106	94	98	-6	-1
CC1CCN(C(=O)CN2C(=O)C(=O)N(C)C2=O)c2ccccc2S1 (stereo not drawn)	0	95	96	90	96	97	-16	0
O=C1N/C(=C\c2ccsc2)C(=O)N1Cc1ccc(F)cc1	0	103	98	98	103	102	15	1
FC(F)Oc1ccc(NC(=S)NC2CCCCCCC2)cc1	1	94	96	95	95	96	3	-1
Cc1ccc(OCCC(=O)Nc2ccc3c(c2)OCCCO3)cc1	1	101	102	126	107	102	-2	-11
COc1ccc(C(C(=O)NC2CCCCC2)N(Cc2ccco2)C(=O)CNC(=O)c2ccco2)cc1 (stereo not drawn)	0	89[may fluoresce violet]	?	78[may fluoresce violet]	95[may fluoresce violet]	?	-24	-15
COc1ccc(CC(=O)NNC(=O)c2cccs2)cc1OC	2	109	109	100	113	111	12	2
COc1ccc(OCCCC(=O)OC(C)C(=O)Nc2ccc(NC(C)=O)cc2)cc1 (stereo not drawn)	0	96	99	92	89	102	11	1
Cc1ccc(CNC(=O)c2oc3ccc(S(=O)(=O)N4CCOCC4)cc3c2C)cc1	0	98	103	106	94	101	-1	-3
COC(=O)c1c[nH]n2c(=O)cc(C)nc12	0	112	.	112	110	117	-2	-1
Going on with the list:
SMILES	GRK2 inh	RPL19A TOR yeast	AGP1 TOR yeast	LAP4-GFP MLPCN	MEP2-GFP yeast	CIT2 TOR yeast	VLA-4 inh	JMJD2C inh
CCn1c(N)c(C(=O)NC2CCCCC2)sc1=S	2	92	102	108	104	100	0	2
COCCCNC(=O)c1ccc(CN2CCc3ccccc3C2)cc1	0	102	95	85	101	100	0	10
Cn1nnnc1SCC(=O)N1CCN(C(=O)c2ccco2)CC1	2	105	104	94	95	99	-24	-16
Cn1nc(C(F)(F)F)c(-c2ccccc2)c1NC(=O)CSCC(=O)O	0	98	113	112	101	102	7	10
COc1ccc(CNC(=S)Nc2cccc(C)c2)cc1	2	103	103	107	105	107	21	1
COc1ccc(NC(=O)c2cc(-c3ccccc3Cl)on2)cc1	.	107	91	92	102	96	0	-4
CCCn1c(SCC(=O)NCc2ccc(OC)cc2)n[nH]c1=O	0	100	109	109	107	108	-3	-11
O=C(NCCc1ccccc1)/C(=C\c1ccccc1)NC(=O)c1ccco1	4	98	107	103	103	94	11	10
C=CCNC(=O)c1c(CSc2ccc(Cl)cc2)noc1C(=O)NCc1ccccc1	0	98	84	127	98	73	13	-1
COc1ccc(S(=O)(=O)N2Cc3ccccc3CC2C(=O)O)cc1 (stereo not drawn)	20	97	94	99	96	89	4	9
Cc1cccc(NC(=O)CN2C(=O)S/C(=C\c3ccc(-c4cccc(C(=O)O)c4C)o3)C2=O)c1	0	104	108	108	105	108	-10	3
CC(=O)Oc1ccc(-c2csnn2)cc1	5	100	103	102	99	107	-5	2
CC(NC(=O)CN(C)S(=O)(=O)c1cnc[nH]1)c1ccccc1 (stereo not drawn)	0	102	107	105	107	105	-18	-9
O=C(Nc1ccc(S(=O)(=O)N2CCCC2)cc1)c1cc(F)c(F)cc1Cl	5	?	?	?	?	?	12	-6
COc1cc(CN2CCC(n3nccc3NC(=O)C3CCOC3)CC2)ccc1F (stereo not drawn)	0	101	97	98	103	99	-3	8
Cc1cc(C)n(Cc2cc(C(=O)O)c3ccccc3n2)n1	0	94	96	102	102	89	8	-13
O=C(CN1CCN(C2CCCCC2)CC1)Nc1ccccc1-c1ccccc1	11	103	104	102	101	103	18	9
O=[N+]([O-])c1ccc(Cl)cc1NCC1CCCO1 (stereo not drawn)	2	103	101	92	108	109	19	9
CCOc1ccc(NC(=O)CN2CCN(CC(=O)Nc3ccc(F)c(F)c3)CC2)cc1	4	97	104	95	102	99	3	-1
CCN(CCN(C)C)C(=O)C1CCN(S(=O)(=O)c2c(C)noc2/C=C/c2ccccc2F)CC1	0	103	104	99	113	113	19	-23
CC(C)n1nnnc1SCC(=O)N1CCOCC1	0	101	101	95	103	89	17	-8
CCOC(=O)N1CCN(S(=O)(=O)c2c[nH]c(C(=O)OC)c2)CC1	2	103	102	99	104	114	-1	6
COC(=O)CSc1nc(SCc2ccccc2Cl)nc2c1CCCC2	0	89	91	93	94	98	0	9
NC(=O)/C(=C/c1ccco1)C(N)=S	1	112	103	112	113	99	0	?
COc1ccc2[nH]c3c(NCCCOC(C)C)ncnc3c2c1	0	99	104	101	103	96	12	3

Sorted by value in LAP4-GFP MLPCN (high to low): 3 from the list above.
SMILES	GRK2 inh	RPL19A TOR yeast	AGP1 TOR yeast	LAP4-GFP MLPCN	MEP2-GFP yeast	CIT2 TOR yeast	VLA-4 inh	JMJD2C inh
CCc1ccccc1N(CC)C(=O)c1cn(CC)c(=O)c2cc(OC)c(OC)cc12	2	98	99	102	103	101	-4	0
COc1cc(CN2CCC(n3nccc3NC(=O)C3CCOC3)CC2)ccc1F (stereo not drawn)	0	101	97	98	103	99	-3	8
CC(C)n1nnnc1SCC(=O)N1CCOCC1	0	101	101	95	103	89	17	-8

Further records follow.
SMILES	GRK2 inh	RPL19A TOR yeast	AGP1 TOR yeast	LAP4-GFP MLPCN	MEP2-GFP yeast	CIT2 TOR yeast	VLA-4 inh	JMJD2C inh
CCOC(=O)C1(Cc2cccc(Cl)c2)CCCN(C(=O)c2cc(C)on2)C1 (stereo not drawn)	1	107	86	69	103	105	3	0
S=c1[nH]nc(Cc2sc(-c3ccccc3)nc2-c2ccccc2)o1	0	.	97	100	105	103	5	-1
CCCCC[C@H]1CN(Cc2ccccc2)C(=O)[C@@H]1CC(=O)NCc1ccc(OC)cc1	0	105	86	129	93	115	1	7
CCN1C(=O)c2ccccc2S(=O)c2ccc(C(=O)N3CCCC3)cc21 (stereo not drawn)	0	103	102	92	95	125	-11	1
Cc1cccc(NC(=O)Cn2cnc3c(oc4nc5c(cc43)COC(C)(C)C5)c2=O)c1	5	112	105	91	107	105	3	17
COc1ccc2oc(C(=O)OCC(=O)N(C)C3CCCCC3)c(C)c2c1	1	95	101	110	102	91	6	-3
CN(C)CCSc1nc(-c2ccccc2)nc2c1CCCC2	0	96	103	107	97	97	8	13
Cc1ccc(NC(=O)COC(=O)c2ccc(CN3CCCC3=O)cc2)c(Cl)c1	4	110	107	110	111	97	5	-3
COc1cc(OC)cc(N(C(=O)c2ccco2)C(C(=O)NC2CCCC2)c2ccc(N(C)C)cc2)c1 (stereo not drawn)	5	99	108	90	94	87	17	-16&3
CCCc1ccc(OCc2ccc(C(=O)NCc3cccnc3)o2)c(OC)c1	4	111	114	115	107	110	56*	-21
CC(C)N(C(=O)CSc1nnnn1C1CCCC1)C(C)C	0	95	98	96	96	95	0	-5
Cc1ncc(CO)c2c1OC(C)(C)OC2	0	99	102	99	107	99	-1	-1
Cc1ccc(C)c(CN2C(=O)CSc3ccc(C(=O)NCCN4CCOCC4)cc32)c1	0	104	107	102	101	108	-11	40
COC(=O)c1c(NC(=O)COC(=O)C2CCC2)sc(C)c1C	5	98	112	125	94	88	5	-4
COc1ccc(C)cc1NS(=O)(=O)c1ccc2c(c1)N(C(C)=O)CCO2	3	96	93	87	102	99	13	18
COc1c(C)cc(C(=O)C2CCCN(C(=O)c3ccoc3)C2)cc1C (stereo not drawn)	3	96	96	98	100	97	10	2
CCS(=O)(=O)N1Cc2ccccc2CC1C(=O)Nc1nnc(SCc2ccc(F)cc2)s1 (stereo not drawn)	0	97	95	84	97	97	17	-1
CCOC(=O)C1=NN(N=O)C2(CC(=O)N(c3cc(C)cc(C)c3)C2=O)C1 (stereo not drawn)	0	98	95	103	98	110	0	-3
N=C1C(c2nc3ccccc3[nH]2)=C(O)CN1NC(=O)c1c[nH]c2ccccc12	2	105	99	95	103	87	-10	8
CCc1ccc(NC(=O)CC2NCCNC2=O)cc1 (stereo not drawn)	0	100	102	91	102	108	0	-4
Cc1cccc(NC(=O)CCN2C(=O)C3C4CCC(C4)C3C2=O)c1C (stereo not drawn)	1	99	110	102	104	99	3	7
CCCCNC(=O)Cn1c(=O)n(C)c2ccccc21	2	102	102	101	105	99	4	1
O=[N+]([O-])c1ccccc1Oc1ccc(C(F)(F)F)cn1	1	106	98	104	117	107	0	-1
Cc1cc(=O)oc2cc(OCC(=O)N3CCCC3)c(Cl)cc12	0	92	93	100	91	91	0	10
Cc1ccc(OCC(=O)O/N=C(\N)c2cccc([N+](=O)[O-])c2)cc1C	0	102	99	112	97	94	9	-9
More records follow.
SMILES	GRK2 inh	RPL19A TOR yeast	AGP1 TOR yeast	LAP4-GFP MLPCN	MEP2-GFP yeast	CIT2 TOR yeast	VLA-4 inh	JMJD2C inh
O=C(/C=C/c1cccc(Cl)c1)Nc1ccncc1	1	96	95	100	103	95	2	9
O=C(N/N=C/c1ccc2ncccc2c1)c1cc(-c2cccs2)nc2ccccc12	3	94	99	102	95	89	-3	-1
NNS(=O)(=O)c1ccc2c(c1)Cc1cc(S(=O)(=O)NN)ccc1-2	4	105	98	85	103	100	2	9
CCCc1nnc(SCC(=O)N2CCOCC2)n1CCCOC	0	96	100	98	103	89	2	-3
O=C(COC(=O)c1ccc(Cl)nc1)Nc1cc(S(=O)(=O)N2CCOCC2)ccc1Cl	1	94	98	95	97	87	5	.
CC(C)NC(=O)CSc1nc2[nH]ncc2c(=O)[nH]1	0	102	102	96	104	102	4	4
CC(C)N(C)NC(=S)Nc1ccccc1	1	94	90	90	103	96	36	-7
CC(C)Cn1c(-c2ccc(Br)o2)n[nH]c1=S	0	101	93	96	112	96	10	10
CCn1c(SCC(=O)c2c(N)n(C3CC3)c(=O)[nH]c2=O)nc2cc(S(N)(=O)=O)ccc21	5	114	114	116	112	102	3	9

Assay outcomes from PubChem BioAssay.
